Source: PubChem (Southern Research Specialized Biocontainment Screening Center)
Salmonella PhoP GFP: Inhibition of PhoP regulon, Salmonella typhi GFP reporter cells, confirmation, 4 h (AID 1850) | inhibition, % at 50 µM; hits with a dose series show IC50 in µM | Salmonella Typhi PhoP-promoter GFP reporter, fluorescence, 4 h; higher % means a stronger effect | 0.33% of 310,000 active; in the data active means a potency from the dose series; inconclusive means inhibition mostly from about 25% at the one dose, without a potency; inactive means the rest, 99 in 100 with inhibition below about 19%;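 further: 0% = induced wells with vehicle and 100% = uninduced wells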
M. tuberculosis: growth inhibition of non-replicating M. tuberculosis (AID 488890); Mycobacterium tuberculosis non-replicating, growth inhibition; higher % means a stronger effect; one-dose inhibition, % at 25 µM; IC50 in µM for titrated hits; 0.39% of 320,000 active; in the data active means a potency from the dose series; inconclusive means inhibition mostly from about 82% at the one dose, without a potency; inactive means the rest, 99 in 100 with inhibition below about 76%;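 further: plate controls were DMSO cells for no effect and high antibiotic wells for full effect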
H37Rv inhibition: M. tuberculosis growth inhibition, HTS (AID 449762). M. tuberculosis H37Rv growth inhibition, 7H9 media; higher % means a stronger effect. 0.59% of 330,000 active. inhibition, % at 25 µM, or IC50 in µM where a hit was titrated; in the data active means a potency from the dose series; inconclusive means inhibition above about 70% without an active follow-up result;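 further: bacterial growth assessed after seven days of incubation; strong numbers were not always called active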
inhibitors of VEEV: inhibitors of VEEV TC-83 cytopathic effect, confirmation, Vero cells (AID 588727); Vero cells, VEEV TC-83 cytopathic effect inhibition; higher % means a stronger effect; inhibition, % at 20 µM; hits with a dose series show IC50 in µM; 0.13% of 350,000 active; in the data active means a potency from the dose series; inconclusive means inhibition mostly from about 14% at the one dose, without a potency; inactive means the rest, 99 in 100 with inhibition below about 12%; further: strong numbers were not always called active
influenza NS1A: NS1A inhibition, H1N1 influenza, cell based functional assay (AID 504329). NS1A functional cell-based assay, percent inhibition; higher % means a stronger effect. one-dose inhibition, % at 12.5 µM; IC50 in µM for titrated hits. 0.3% of 340,000 active; in the data active means a potency from the dose series; inconclusive means inhibition above about 27% without an active follow-up result; further: strong numbers were not always called active
inhibitors of VEEV 10K pilot screen: also measured in inhibitors of VEEV; calls as there; inhibition, %; measured here: 10K pilot screen inhibition
* marks the source's active call; other numbers are inactive results; i = inactive; ? = inconclusive; nt = not tested or not shown; & = joins results of further samples.

SMILES	Salmonella PhoP GFP	M. tuberculosis	H37Rv inhibition	inhibitors of VEEV	influenza NS1A	others
Cc1ccc(NC(=O)C2CCCN(S(=O)(=O)c3ccc(-n4cnnn4)cc3)C2)cc1 (stereo unspecified)	16%	0%	6%	0.4%	6%
CC1CN(C(=O)/C=C/c2ccc3c(c2)OCO3)CC(C)O1 (stereo unspecified)	-9%	14%	-7%	0.8%	1%
O=C(Nc1ccc(N2CCOCC2)cc1)C1CCCCN1S(=O)(=O)c1ccccc1 (stereo unspecified)	2%	-6%	2%	8.9%	-26%
COc1cccc(CN2CCCC(C(=O)c3ccc4c(c3)OCO4)C2)c1O (stereo unspecified)	6%	2%	-2%	2.2%	-9%
CCN(CC)S(=O)(=O)c1ccc(NC(=O)C(C)N(c2ccc(OC)cc2)S(C)(=O)=O)cc1 (stereo unspecified)	-1%	11%	1%	0.3%	-3%
O=C1CN(CC(=O)N2CCCCC2)c2ccccc2O1	0%	76%	24µM*	1.0%	16%
Clc1nc2sccn2c1/C=N/n1cnc2ccccc21	-8%	-6%	-1%	2.6%	-3%
COc1ccccc1OCC(=O)NCCSCc1ccc(Cl)cc1	-10%	64%	-20%	2.0%	4%
COc1ccccc1NC(=O)COc1ccc(/C=N/NS(=O)(=O)c2ccc(C)cc2)cc1	-6%	18%	-2%	10%	12%
CC(C)Oc1ccc(CCNC(=O)CC2C(=O)NCCN2C)cc1 (stereo unspecified)	13%	27%	0%	0.8%	7%
Cc1cc(C(=O)OCC(=O)N(C)c2ccccc2)c(C)o1	nt	12%	2%	1.0%	-9%
O=C(NCCCc1nc2ccccc2[nH]1)c1ccc(F)cc1	-31%	15%	6%	0.4%	-5%
COc1ccccc1NS(=O)(=O)c1cc(NC(=O)CNC(=O)c2ccc(C)s2)ccc1Cl	7%	6%	-9%	1.0%	1%
O=C1NC(=O)N(c2ccccc2)C(=O)/C1=C\c1ccccc1[N+](=O)[O-]	2%	18%	1%	0.9%	-19%
COc1cc(OC)nc(Oc2ccccc2C=O)n1	nt	nt	nt	i	5%
COc1ccc(CCNC(=O)CCn2c(=O)oc3ccccc32)cc1	13%	-2%	1%	i	31%	inhibitors of VEEV 10K pilot screen=0.1
CCC(=O)c1ccc(OCC(=O)N2CCN(CC(=O)Nc3ccc(C)cc3)CC2)cc1	nt	18%	2%	2.0%	-2%
Cc1ccc(NC(=O)c2ccc(=O)[nH]c2)cc1S(=O)(=O)N1CCCCC1	15%	3%	0%	1.3%	12%
COc1ccc2nc(SCC(=O)NCc3ccc(S(N)(=O)=O)cc3)[nH]c2c1	1%	-2%	3%	1.3%	3%
COC(=O)CSc1nnc(-c2ccncc2)o1	-2%	0%	11%	i	3%
CC1=C(C(=O)OC2CCCCC2)C(c2ccc(O)cc2)NC(=O)N1 (stereo unspecified)	3%	4%	-1%	i	-7%
O=C(NC(=S)Nc1ccc2c(c1)OCO2)c1ccccc1	-2%	73%	-5%	5.7%	-11%
COc1cccc(-c2cc(C(=O)Nc3ccn(Cc4ccc(C)cc4)n3)no2)c1	-5%	20%	8%	2.7%	0%
CCOC(=O)C1CCN(C(C(=O)NC2CCCCC2)c2ccc(OC)cc2)CC1 (stereo unspecified)	-7%	8%	-6%	0.2%	2%
CC(SCc1ccccc1)C(=O)Nc1ccccc1-c1ccccc1 (stereo unspecified)	-1%	1%	-2%	i	-4%
Next section:
SMILES	Salmonella PhoP GFP	M. tuberculosis	H37Rv inhibition	inhibitors of VEEV	influenza NS1A	others
CSc1nnc2c(n1)OC(c1ccc(C(=O)O)cc1)N(C(C)=O)c1ccccc1-2 (stereo unspecified)	-1%	8%	-6%	0.0%	-3%
CC1(C)CC(O)CC(C)(C)N1CC(O)COCCOc1ccc(Br)cc1 (stereo unspecified)	-9%	-7%	-6%	0.4%	-1%
CN(C(=O)COC(=O)c1n[nH]c2ccccc12)C1CCS(=O)(=O)C1 (stereo unspecified)	-3%	5%	2%	0.3%	-8%
CCn1c(=S)sc2c(=O)n(CC(=O)Nc3ccccc3)c(C)nc21	-11%	6%	-2%	0.8%	-7%
O=c1c(Cl)c(Cl)cnn1Cc1ccccc1Cl	-5%	?	?	nt	nt
COc1ccccc1NS(=O)(=O)c1ccc(C(=O)N2CCCC(C)C2)cc1 (stereo unspecified)	-6%	1%	-14%	0.9%	-9%
COc1ccc(N2CCN(Cc3nnc(-c4ccccc4)o3)CC2)cc1	0%	62%	3%	i	8%
COc1ccc(-c2cc(C(=O)N3CCCCCC3)c3ccccc3n2)c(OC)c1	2%	26%	-5%	5.5%	1%
CC(=O)NC(Cc1cccc(F)c1)C(=O)NC1CCN(c2nnnn2-c2ccccc2)CC1 (stereo unspecified)	8%	7%	0%	1.7%	10%
C[C@H]1CN([C@@H](C)CO)C(=O)c2cccc(NC(=O)C3CC3)c2O[C@H]1CN(C)C(=O)Nc1ccc2c(c1)OCO2	nt	12%	0%	1.0%	1%
CCOC(=O)N1CCN(C(=O)c2cc3c(ccc4ccccc43)oc2=O)CC1	-7%	-3%	5%	0.2%	19%
Cc1c(Br)c([N+](=O)[O-])nn1CC(=O)Nc1sc2c(c1C(=O)OC(C)C)CCCC2	-6%	13%	-1%	0.3%	4%
Cn1cnc([N+](=O)[O-])c1NC(C)(C)C	10%	-12%	-4%	0.7%	4%
CC(C)(C)CC(=O)O/N=C(\N)c1ccncc1	5%	-14%	0%	0.7%	-2%
COc1cccc(N/C=C/C(=O)c2ccc(Cl)cc2)c1	-5%	?	-2%	i	6%
N#Cc1ccccc1N1CCN(C(=O)c2ccc(NC(=O)c3ccc(Br)o3)cc2)CC1	-18%	20%	39%	5.9%	-11%
CCN(CC)S(=O)(=O)c1cc(C(=O)OCC(=O)Nc2cccc(Br)c2)ccc1F	-3%	12%	9%	0.3%	1%
O=C(CC1NCCNC1=O)Nc1ccc(Cl)c(Cl)c1 (stereo unspecified)	0%	14%	1%	0.8%	-8%
O=C(NCCCCCCNC(=O)C1CCCC1)C1CCCC1	5%	-14%	5%	i	-27%
CCn1nc(C)c(NC(=O)Nc2cccc(Cl)c2Cl)c1C	-19%	10%	8%	i	-10%
CC(=O)c1cn(N2CCCCC2)c(=O)[nH]c1=O	-9%	-19%	1%	0.3%	-3%
CCOc1ccc(-c2nnc3ccc(SCC(=O)NCc4ccco4)nn23)cc1	-13%	2%	2%	4.5%	4%
O=C(O)c1ccc(OCCOc2ccccc2)cc1	-4%	31%	-3%	0.1%	-6%
COCc1c(C(=O)OCC(=O)N(C)C2CCS(=O)(=O)C2)oc2ccccc12 (stereo unspecified)	nt	-5%	7%	2.2%	-9%
NC(=O)c1[nH]cnc1N	12%&-6%	-12%&-13%	8%&-18%	1.5%&2.4%	16%&-13%

Of the compounds above, these have fluorine:
SMILES	Salmonella PhoP GFP	M. tuberculosis	H37Rv inhibition	inhibitors of VEEV	influenza NS1A	others
O=C(NCCCc1nc2ccccc2[nH]1)c1ccc(F)cc1	-31%	15%	6%	0.4%	-5%
CC(=O)NC(Cc1cccc(F)c1)C(=O)NC1CCN(c2nnnn2-c2ccccc2)CC1 (stereo unspecified)	8%	7%	0%	1.7%	10%
CCN(CC)S(=O)(=O)c1cc(C(=O)OCC(=O)Nc2cccc(Br)c2)ccc1F	-3%	12%	9%	0.3%	1%

Carrying on:
SMILES	Salmonella PhoP GFP	M. tuberculosis	H37Rv inhibition	inhibitors of VEEV	influenza NS1A	others
COc1cc(C(=O)N2CCC3(CC2)NCCc2[nH]cnc23)cc(OC)c1OC	0%	-16%	-1%	0.2%	7%
CCOc1ccc(N=Cc2c(O)n(-c3cc(C)cc(C)c3)c(=O)[nH]c2=O)cc1	4%	56%	?	0.2%	-1%
Cc1c(C(=O)N/N=C/c2ccccc2)[nH]c2c([N+](=O)[O-])cccc12	0%	-17%	3%	1.0%	3%
C#CC[N+]1(CC#Cc2ccccc2)CCCCC1	6%	1%	-3%	1.4%	-8%
O=[N+]([O-])c1cc(S(=O)(=O)Oc2ccccc2)ccc1Cl	nt	nt	nt	?	16%
CC/C(=N\NC(=S)NC(C)C)c1ccc(OC)c(OC)c1	8%	56%	38%	5.1%	nt
Cc1ccc2[nH]c(=O)c3cc(C(=O)NCCC(C)C)sc3c2c1	8%	-5%	9%	4.0%	-1%
O=C(c1ccc(C(F)(F)F)cc1)c1c[nH]c(C(=O)NCCCn2ccnc2)c1	4%	10%	-24%	1.6%	-16%
CCCSc1nc2c(cnn2-c2ccccc2)c(=O)n1N	5%	47%	-4%	7.4%	-2%
CCOc1ncccc1C(=O)OCC(=O)NC1CCCCC1	nt	10%	0%	2.9%	-14%
COc1cc(CNCc2cccnc2)ccc1OCC(=O)NC1CCCCC1	6%	3%	3%	0.2%	-4%
CCCNC(=O)C(Cc1ccc(I)cc1)NC(=O)c1ccc(C#N)cc1 (stereo unspecified)	nt	-6%	-2%	i	-5%
CCC(C)(C)NC(=O)C(c1ccc(F)cc1)N(Cc1ccco1)C(=O)c1cnccn1 (stereo unspecified)	-4%	-2%	7%	i	-8%
Cc1cc(Cl)ccc1OCC(=O)OCC(=O)NCCNC(=O)COC(=O)COc1ccc(Cl)cc1C	nt	nt	nt	4.1%	-4%
C#CCOCCOCCOCCNc1nc(N2CCN(C(=O)CCCCCCCCCCNC(=O)Cn3cc(C[C@@H](C)O)nn3)CC2)nc(N2CCN(C(=O)CCCCCCCCCCNC(=O)[C@H](CO)n3cc(CCCSC)nn3)CC2)n1	3%	0%	1%	0.0%	-7%	inhibitors of VEEV 10K pilot screen=1.2
CCOC(=O)N1CCN(C/C(C)=C/c2ccccc2)CC1	3%	-2%	-6%	i	5%
COc1cc(/C=C/C(=O)OCC(=O)Nc2c(C)n(C)n(-c3ccccc3)c2=O)ccc1O	-3%	-8%	4%	2.7%	-8%
COc1ccc(-c2nc(-n3c(C)c(C(C)=O)c(C(C)=O)c3C)sc2C)cc1OC	-7%	-2%	-8%	1.1%	-10%
CN(C)S(=O)(=O)c1ccc(N2CCCC2)c(C(=O)Nc2ccc(Br)cc2F)c1	3%	9%	3%	0.3%	11%
O=C(c1ccc(CNS(=O)(=O)c2ccc(Br)cc2)cc1)N1CCCC1	-1%	0%	4%	1.7%	-8%
O=C(N/N=C\c1ccc(Cl)s1)C1COc2ccccc2O1 (stereo unspecified)	0%	0.97µM*	?	2.0%	-20%
Cc1c(NC(=O)C2CC(c3ccc(F)cc3)=NO2)c(=O)n(-c2ccccc2)n1C (stereo unspecified)	nt	-12%	-4%	1.4%	6%
CCOCCCNC(=O)c1ccc(OC)cc1	3%	-1%	-8%	1.4%	-23%
O=C(NCC1CCN(Cc2ccc(F)cc2)CC1)Nc1cc(F)ccc1F	-2%	9%	2%	i	-3%
COc1ccc(OC)c(S(=O)(=O)NCCOC23CC4CC(CC(C4)C2)C3)c1	-2%	14%	-7%	0.7%	2%	inhibitors of VEEV 10K pilot screen=0.7
Later entries.
SMILES	Salmonella PhoP GFP	M. tuberculosis	H37Rv inhibition	inhibitors of VEEV	influenza NS1A	others
CN(Cc1ccc(-n2cccn2)cc1)Cc1nc(-c2cnccn2)no1	-17%	-10%	-3%	0.2%	0%
COc1ccc(N(CC(=O)Nc2cccc3ccccc23)S(C)(=O)=O)c(OC)c1	-8%	9%	0%	1.5%	18%
O=C(O)c1cccc2c1NC(C(=O)O)C1CC(Sc3ccccc3[N+](=O)[O-])C(Cl)C21 (stereo unspecified)	-9%	8%	-6%	0.2%	?
Cc1ccc(NS(=O)(=O)c2ccc(C(=O)OCC(=O)N3CCCCC3)cc2)cc1	nt	26%	9%	1.5%	-5%
COc1ccc(N2CCN(CC(O)COC(c3ccc(F)cc3)c3ccc(F)cc3)CC2)cc1 (stereo unspecified)	7%	53%	?	i	-8%
CC(=O)c1ccc(C(=O)N2CCCC(C(=O)c3cc(F)ccc3F)C2)s1 (stereo unspecified)	2%	-4%	5%	i	-2%
O=C1N/C(=C/c2ccc(Br)cc2)C(O)=C1C=NCc1ccccc1	-1%	-2%	-2%	1.4%	-2%
O=C(c1cc2nc(-c3cccs3)cc(C(F)(F)Cl)n2n1)N1CCCc2ccccc21	-15%	13%	5%	i	4%
Cc1cn(CC(C)C)c(=O)n(-c2ccccc2)c1=O	nt	nt	nt	?	-25%

Random excerpt: 2 entries already listed.
SMILES	Salmonella PhoP GFP	M. tuberculosis	H37Rv inhibition	inhibitors of VEEV	influenza NS1A	others
O=C(c1cc2nc(-c3cccs3)cc(C(F)(F)Cl)n2n1)N1CCCc2ccccc21	-15%	13%	5%	i	4%
O=C1N/C(=C/c2ccc(Br)cc2)C(O)=C1C=NCc1ccccc1	-1%	-2%	-2%	1.4%	-2%
